Source: PubChem BioAssay
NR3A LBD binder: modulators (binders) of human NR3A ligand-binding domain. NR3A LBD differential scanning fluorimetry, Tm shift; 0% = protein alone, 100% = glycine-bound protein. Tm shift relative to glycine control, % at 25 µM. hit rate 2.5% among 340,000. AID 1259313;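 active = melting temperature shift of at least 10% of the positive control shift, at one fixed dose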
ATG4B inhibitor: inhibitors of human ATG4B cysteine protease | ATG4B cleavage of LC3-PLA2, NBD-HPC fluorescence, 1 h | inhibition, % at 8.33 µM | Q9Y4P1 | hit rate 0.51% among 340,000; in the data active = inhibition above about 40%
SENP8 inh: blocks human SENP8 cleavage of Nedd8 substrate; recombinant SENP8, Nedd8 substrate fluorescence; inhibition, % at 20 µM; hit rate 0.64% among 360,000; AID 602440; in the data active = inhibition mostly above about 40%, no sharp cut-off; inactive = mostly below about 27%
MPTP inh: blocks calcium-induced mitochondrial swelling. isolated mouse mitochondria, Ca2+ swelling absorbance, 30 min. inhibition, % at 10 µM. hit rate 1.4% among 360,000;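 active = inhibition of 50% or more, scaled per plate between neutral and stimulator controls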;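 also: 0% = DMSO wells given calcium and 100% = 1 mM EGTA wells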
SENP7 inh: inhibitors of human SENP7 protease; Q9BQF6; recombinant SENP7, Z-RLRGG-aminoluciferin luminescence, 40 min; inhibition, % at 5 µM; hit rate 1.5% among 330,000; AID 434973;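 active = inhibition above about 50% at the single test dose, limit read from the data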;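 also: plate controls were DMSO with enzyme for no effect and no enzyme buffer wells for full effect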
PfGluPho inh: PfG6PD (Plasmodium falciparum) enzyme inhibition; inhibition, % at 20 µM; AID 504690; PfGluPho enzyme, NADPH resazurin-diaphorase fluorescence; hit rate 0.78% among 350,000;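 active = inhibition reaching at least a set limit at 20 µM in the primary screen, cut at about 59% in these data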;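 also: 0% = DMSO wells with substrate and 100% = DMSO wells lacking glucose-6-phosphate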
HKDC1 inhibitor: blocks human hexokinase HKDC1 activity; Q2TB90; recombinant HKDC1, G6PDH/diaphorase resazurin coupled fluorescence; inhibition, % at 20 µM; hit rate 0.16% among 340,000; AID 493160;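 active = inhibition above about 35% when tested at 20 µM, limit read from the data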;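 also: plate controls were DMSO wells with enzyme for no effect and DMSO wells lacking enzyme for full effect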
Target sequence (Q2TB90 whole entry, looked up): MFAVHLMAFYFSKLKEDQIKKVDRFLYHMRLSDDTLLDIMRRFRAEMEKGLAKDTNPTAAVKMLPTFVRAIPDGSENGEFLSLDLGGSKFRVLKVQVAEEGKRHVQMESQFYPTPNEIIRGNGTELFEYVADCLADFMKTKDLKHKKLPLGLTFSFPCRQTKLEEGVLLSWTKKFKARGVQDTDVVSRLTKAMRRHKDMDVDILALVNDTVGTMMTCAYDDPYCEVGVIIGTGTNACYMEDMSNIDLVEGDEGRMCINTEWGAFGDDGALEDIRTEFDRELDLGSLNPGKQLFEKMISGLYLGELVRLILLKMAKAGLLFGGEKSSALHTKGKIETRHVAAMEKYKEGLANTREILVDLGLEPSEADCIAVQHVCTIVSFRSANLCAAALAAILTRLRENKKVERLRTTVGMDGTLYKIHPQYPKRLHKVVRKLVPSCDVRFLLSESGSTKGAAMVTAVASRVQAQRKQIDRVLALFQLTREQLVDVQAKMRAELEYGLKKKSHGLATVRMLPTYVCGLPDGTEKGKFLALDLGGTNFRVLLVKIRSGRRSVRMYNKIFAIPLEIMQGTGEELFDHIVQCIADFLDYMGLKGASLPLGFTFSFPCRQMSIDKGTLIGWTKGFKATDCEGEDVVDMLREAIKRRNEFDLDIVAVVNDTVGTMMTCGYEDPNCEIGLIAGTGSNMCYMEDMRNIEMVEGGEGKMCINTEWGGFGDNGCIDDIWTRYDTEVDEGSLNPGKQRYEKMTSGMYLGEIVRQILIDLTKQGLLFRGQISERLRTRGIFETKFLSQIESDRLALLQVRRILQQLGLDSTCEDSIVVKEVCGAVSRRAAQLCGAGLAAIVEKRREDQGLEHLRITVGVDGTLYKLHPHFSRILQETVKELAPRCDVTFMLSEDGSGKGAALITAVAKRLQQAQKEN
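Test system: recombinant HKDC1 (HK5) hexokinase enzyme, produced in-house / Doses: 20 µM test compound, 1% DMSO / Timing: 90 min, room temperature / Detection: G6PDH/diaphorase-coupled fluorescence, 1 mM NADP, 100 µM resazurin, 525/613 nm / Control set: DMSO wells with and without enzyme mix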
SENP6 block: blocks the human protease SENP6. Q9GZR1. Recombinant SENP6 catalytic domain, aminoluciferin luminescence. inhibition, % at 10 µM. hit rate 1.8% among 330,000;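 active = inhibition above about 50% at the single tested dose, limit read from the data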;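 also: plate controls were DMSO wells with enzyme for no effect and DMSO wells lacking enzyme for full effect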
* marks the source's active call; other numbers are inactive results; i = inactive.

SMILES | NR3A LBD binder | ATG4B inhibitor | SENP8 inh | MPTP inh | SENP7 inh | PfGluPho inh | HKDC1 inhibitor | SENP6 block
Cc1ccc(C2C(C(N)=S)=C(N)OC3=C2C(=O)CC(C)(C)C3)cc1 (stereo unspecified) | -19.6 | -3.3 | -0.1 | 1.6 | -0.1 | 23.7 | -8.1 | -2.1
Cc1oc2c(c(C)cc3oc(=O)c(CC(=O)N[C@@H](CCCNC(N)=O)C(=O)O)c(C)c32)c1C | 1.1 | -0.5 | -285.1 | 2.2 | -4.5 | 0.9 | -1.6 | -4.5
CC(=O)c1cccc(N(CC(=O)Nc2cc(C)cc(C)c2)S(C)(=O)=O)c1 | -2.4 | -4.9 | -3.0 | -0.7 | 4.4 | -2.9 | -6.6 | 13.2
O=C(CS(=O)(=O)Cc1ccccc1)Nc1ccccc1Cl | 3.2 | -6.8 | 28.0 | 1.5 | -3.3 | 3.1 | 1.3 | 5.0
CCOC(=O)C1CCN(Cc2ccc(F)c(F)c2)CC1 | 1.0 | 2.8 | 4.0 | 0.8 | 2.3 | 1.4 | -10.1 | -1.6
COc1cc2c(cc1OC)C(CC(=O)O)N(C(=O)CC1CCCC1)CC2 (stereo unspecified) | -2.2 | -8.8 | -37.6 | 1.0 | -3.3 | 14.0 | -1.2 | -10.8
Cc1nn(C)c(Oc2ccccc2)c1CCNS(=O)(=O)c1ccc(Cl)cc1 | 0.3 | -2.9 | 5.6 | 26.2 | -1.2 | 18.2 | 3.6 | 0.0
CC(C)C(=O)Nc1nnc(SCC(=O)NCc2cccs2)s1 | -1.0 | 0.1 | 13.2 | -0.4 | -2.1 | 8.5 | 2.2 | -15.6
Cc1cc(C(=O)CSc2nc(N)cc(=O)[nH]2)c(C)n1-c1ccc(OC(F)F)cc1 | -0.8 | 4.7 | -4.0 | 98.0* | -0.4 | 4.2 | -4.7 | -19.4
Cc1cc(C)c2c(=O)[nH]c(SCC(=O)Nc3ccc(Br)cc3)nc2n1 | -1.3 | -11.2 | -9.8 | 4.4 | -5.1 | 1.9 | -0.8 | -24.8
N#Cc1c(Nc2ccccc2)sc(C(=O)c2ccc(F)cc2)c1N | 2.4 | -11.8 | 0.0 | 6.2 | 7.1 | 1.4 | -5.7 | 15.9
COC(=O)C1SCC2C(=O)N(Cc3ccc(Cl)c(Cl)c3)CC(=O)N21 (stereo unspecified) | -2.5 | -14.5 | 8.4 | -1.4 | -5.2 | 1.3 | -10.6 | -6.3
Clc1ccc(NNc2ccnc3cc(Cl)ccc23)cc1 | 3.8 | 2.2 | 7.2 | 26.6 | -0.8 | 0.7 | -6.7 | 9.9
CC(=O)C1=C(O)C(=O)N(CCc2c[nH]c3ccccc23)C1c1ccccc1 (stereo unspecified) | -3.5 | -10.9 | 19.2 | 5.0 | 3.6 | 0.9 | -6.8 | 6.6
CC1CCN(S(=O)(=O)c2ccc3c(ccn3CC(=O)O)c2)CC1 | -3.8 | 7.0 | -16.7 | -1.6 | -6.1 | -21.6 | -2.7 | 12.7
Clc1ccc(N2CCOCC2)nn1 | -0.7 | -6.7 | 6.7 | -1.2 | -4.9 | -6.7 | -2.1 | -8.0
C#CCNc1c2c(nc3nnnn13)CCCC2 | 0.2 | -4.5 | 18.2 | 1.1 | -2.1 | -3.5 | -5.2 | 10.5
Cc1cc(C)n2nc(-c3ccccc3)c(-c3ccccc3)c2n1 | 1.5 | 1.6 | -160.9 | -0.4 | 2.8 | 10.3 | 2.1 | 3.0
Cc1ccc(NS(=O)(=O)c2c(C)[nH]c(C)c2C(=O)N2CCCCC2)c(C)c1 | -1.2 | -4.3 | 0.0 | 0.2 | -2.0 | -3.4 | -3.6 | -8.5
CCN(CC)C(=O)c1[nH]cnc1C(=O)NCc1ccc(CNC(=O)OC(C)(C)C)cc1 | -1.3 | -9.6 | 1.3 | 0.0 | 4.7 | 3.4 | -0.3 | 9.8
c1ccc2c3n(nc2c1)CCCO3 | 2.4 | -13.1 | -50.2 | 2.2 | 1.2 | 6.7 | -9.2 | -7.7
CC(C)(C)NC(=O)Cc1ccc(Cl)c(Cl)c1 | 0.8 | 11.3 | 1.5 | -1.0 | -6.0 | -9.5 | -6.4 | -9.0
Cc1ccc(-c2cc(C(=O)Nc3cccc(S(=O)(=O)N(C)C)c3)c3ccccc3n2)o1 | 3.0 | -7.7 | -301.6 | -1.1 | 2.9 | 52.1 | 4.7 | -3.8
CC(=O)Nc1nnc(Cc2ccccc2)s1 | 2.2 | -9.5 | 9.1 | 0.5 | -5.3 | -15.2 | 0.3 | -7.9
COc1ccc(CCNC(=O)C(=O)c2cn(CC(=O)N3CCOCC3)c3ccccc23)cc1OC | -3.4 | -1.6 | 8.1 | -0.4 | -6.0 | 7.0 | -7.3 | 15.2
CCOC(=O)C1=C(COC(=O)c2cccc(N(C)C)c2)NC(=O)NC1C (stereo unspecified) | -3.2 | 1.1 | -160.6 | 0.5 | 2.5 | 19.2 | -5.7 | 0.4
CCOC(=O)c1c(C#N)cnn1-c1ccc(C)cc1 | -0.8 | 4.2 | 0.9 | 0.1 | 5.9 | -1.2 | -3.5 | 10.1
Cc1cc(C)cc(NC(=O)C(c2ccccc2)N2CCCC2)c1 (stereo unspecified) | 0.4 | -8.0 | 19.5 | 0.7 | 0.1 | 1.8 | -4.8 | 6.5
C/C(=N\NS(=O)(=O)c1ccc(Br)cc1)c1ccc2c(c1)OCO2 | -14.5 | 4.3 | 5.5 | 0.1 | -5.9 | 2.7 | -2.8 | -12.1
O=C(Nc1ccon1)Nc1cccc(Cl)c1Cl | 5.2 | 0.1 | 10.2 | 0.9 | 4.1 | 20.2 | -1.3 | -9.1
CC1CC(C)(C)NCCNC(C)CC(C)(C)NCCN1 (stereo unspecified) | -0.6 | -9.4 | 17.6 | 0.1 | 8.3 | -1.3 | -13.6 | -10.4
NS(=O)(=O)c1ccc(NC(=O)Cc2cccs2)cc1 | -0.7 | -7.2 | 13.2 | 0.4 | -0.8 | -4.0 | -3.9 | 8.8
CC(c1ccccc1)N(C)C(=O)CN1CCN(S(=O)(=O)c2ccc3c(c2)OCCCO3)CC1 (stereo unspecified) | -0.9 | -7.0 | 12.7 | -1.5 | -6.1 | 0.1 | 0.4 | -12.8
O=c1[nH]c2ccc(Cl)cc2c(-c2ccccc2)c1N1CCOCC1 | -0.2 | -6.8 | -146.4 | -0.4 | 0.4 | -5.1 | -0.5 | -5.9
CC(=O)NCCc1nc(-c2ccc(Cl)cc2)no1 | -0.6 | 4.9 | 22.9 | 0.2 | 6.9 | -8.9 | -1.2 | 2.5
Cn1ccc2cc(-c3ccc4ncnc(NCc5cccs5)c4c3)ccc21 | -3.5 | -1.6 | i | 0.4 | 4.6 | 2.9 | -8.1 | 4.0
COc1ccccc1/C=C/C(=O)Nc1cccc(S(=O)(=O)NC2=NCCCCC2)c1 | -11.8 | -24.1 | -28.5 | -0.9 | 1.4 | 21.8 | -6.2 | 9.1
O=C(CCNC(=O)C1CCN(S(=O)(=O)c2ccc(F)cc2)CC1)NCc1ccccc1 | -1.5 | -6.0 | 8.2 | -0.8 | 0.7 | 3.8 | 1.6 | 2.6
COc1ccc(OC)c(Nc2nc3nonc3nc2N2CCCCC2)c1 | 1.2 | -3.4 | 3.0 | 3.0 | -3.5 | -7.3 | -8.1 | -20.9
CC(=O)c1c(C)[nH]c(C(=O)Nc2cccc(S(=O)(=O)N3CCCC3)c2)c1C | 4.0 | -6.6 | -49.1 | 1.2 | 7.5 | 15.6 | -1.7 | -2.3
CC(=O)c1cccc(NC(=O)c2ccc(NS(C)(=O)=O)cc2)c1 | -7.2 | -4.4 | 28.0 | 1.3 | -1.0 | 6.0 | -1.3 | 6.5
COc1ccc(CCNC(=O)Cn2cc(C(F)(F)F)cc(Cl)c2=O)cc1 | -0.3 | 6.6 | 4.9 | 2.5 | 1.8 | 12.0 | -12.9 | 2.3
CCOC(=O)C1=C(N)Oc2c(oc(CO)cc2=O)C1c1c(F)cccc1Cl (stereo unspecified) | 0.2 | -12.9 | 12.2 | 0.1 | 7.6 | -11.9 | 4.4 | -1.0
O=C(Cc1c(F)c(F)c(F)c(F)c1F)Nc1nc(-c2ccccc2)cs1 | 11.8* | 22.4 | 14.8 | 54.1* | 5.4 | 8.9 | 2.9 | -8.5
Cc1ccc(SCC(=O)Nc2c(Br)cnn2C)cc1 | 0.2 | 8.2 | 11.3 | 13.7 | -8.5 | -10.0 | -4.8 | -6.2
O=C(Cn1ccc(NC(=O)OCc2ccccc2)nc1=O)NCCc1ccccn1 | -0.2 | -4.9 | 17.6 | 2.7 | 2.5 | 0.4 | 0.4 | -9.7
CC(CCc1ccccc1)NC(=O)CN1C(=O)NC2(CCCCC2)C1=O (stereo unspecified) | -1.6 | -1.0 | 11.0 | -1.4 | 5.4 | -14.2 | 7.2 | 7.9
COc1ccc(CC(=O)Nc2ccc(-c3nnc(-c4ccc(C)cc4)o3)cc2)cc1 | -3.7 | -0.8 | -307.6 | 4.6 | 6.0 | -8.8 | -3.6 | -4.1
CCOC(=O)C[C@H]1c2cc(F)ccc2S(=O)(=O)N1c1cccc(OC)c1 | -0.6 | -6.7 | 1.8 | -1.2 | 11.5 | 1.8 | 2.9 | -15.4
COc1cccc(/C=C2\SC(N3CCCC(C)C3)=NC2=O)c1OC (stereo unspecified) | -2.2 | 9.2 | -253.4 | -0.1 | 0.6 | -7.3 | 7.5 | 1.4
NNC(=O)c1nn(-c2ccc(Cl)cc2)ccc1=O | 0.3 | -3.4 | 5.4 | 7.9 | 2.1 | -16.0 | -8.1 | 0.6
O=C(Nc1nc2ccccc2s1)c1cc(-c2ccccc2)nn1-c1ccccc1 | 3.9 | 3.4 | -139.6 | 3.6 | 4.0 | 2.5 | 16.2 | -1.8
O=C(CSc1nc2ccsc2c(=O)n1CC1CCC(C(=O)O)CC1)c1ccc(F)cc1 (stereo unspecified) | -1.2 | 5.8 | 11.5 | 0.0 | -2.7 | -26.6 | 2.2 | 7.4
Cc1ccc(C)c(NC(=O)/C(C#N)=C/c2ccc[nH]2)c1 | -0.5 | 2.9 | 7.3 | -0.9 | 0.3 | 10.6 | 2.2 | -17.9
CN(C)S(=O)(=O)c1ccc(N2CCCC2)c(C(=O)Nc2cccc(F)c2)c1 | 4.9 | 2.0 | -5.8 | 0.0 | 12.0 | -26.6 | 4.7 | -13.9
N=c1c2c3c(sc2nc2n1CCCCC2)CCCC3 | -0.7 | -5.3 | 23.1 | -2.9 | 0.5 | -24.7 | -7.0 | 64.2*
CCS(=O)(=O)Nc1ccc(C(=O)c2ccccc2)cc1 | 1.0 | -16.2 | 18.9 | -1.4 | -2.1 | -19.5 | 1.1 | 15.4
O=C(NCc1nc2ccccc2[nH]1)C1=C[C@H](c2csc3ccccc23)C[C@H](OCc2ccc(CO)cc2)O1 | -2.1 | -16.3 | 9.1 | -1.8 | 0.0 | 2.8 | 1.9 | -10.0
CCCOc1ccc(C(=O)Nc2cccnc2)cc1 | 1.9 | 6.1 | 0.1 | 0.5 | 68.8* | -4.8 | -3.6 | 69.8*

For reference, some entries already given.
SMILES | NR3A LBD binder | ATG4B inhibitor | SENP8 inh | MPTP inh | SENP7 inh | PfGluPho inh | HKDC1 inhibitor | SENP6 block
O=C(NCc1nc2ccccc2[nH]1)C1=C[C@H](c2csc3ccccc23)C[C@H](OCc2ccc(CO)cc2)O1 | -2.1 | -16.3 | 9.1 | -1.8 | 0.0 | 2.8 | 1.9 | -10.0
CCCOc1ccc(C(=O)Nc2cccnc2)cc1 | 1.9 | 6.1 | 0.1 | 0.5 | 68.8* | -4.8 | -3.6 | 69.8*
